WRN inhibitor: WRN helicase (human) inhibition; Q14191; WRN helicase unwinding, fluorescent forked duplex, kinetic; Potency, µM (doses to about 114 µM), inactives show top-dose activity change, negative = inhibition, actives largely listed as inhibitors; actives 0.46% (n = 360,000); AID 651768; note: potency is the fitted concentration of half-maximal effect; % is set by controls: 0 for no effect and ±100 for the full control effect; nearly all actives have a fitted effect of over 55% in size
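WRN at 20 nM final preincubated with compound 15 min at room temperature; reaction started with 100 nM fluorophore/quencher forked duplex oligonucleotide and 2 mM ATP final. Unwinding followed kinetically by red fluorescence (ex 525, em 598 nm).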
PLK1 PBD block: inhibitors of human PLK1 polo-box domain binding; Plk1 PBD binding of FITC phosphopeptide, fluorescence polarization; Potency, µM, inactives show max response, negative = inhibition, actives largely listed as inhibitors; AID 720504; P53350; actives 2.8% (n = 360,000); note: potency is the fitted concentration of half-maximal effect; series mostly up to about 57 µM; % is set by controls: 0 for no effect and ±100 for the full control effect; nearly all actives have a fitted effect of over 65% in size
Target sequence (P53350 whole entry, looked up, the tested form may be a part): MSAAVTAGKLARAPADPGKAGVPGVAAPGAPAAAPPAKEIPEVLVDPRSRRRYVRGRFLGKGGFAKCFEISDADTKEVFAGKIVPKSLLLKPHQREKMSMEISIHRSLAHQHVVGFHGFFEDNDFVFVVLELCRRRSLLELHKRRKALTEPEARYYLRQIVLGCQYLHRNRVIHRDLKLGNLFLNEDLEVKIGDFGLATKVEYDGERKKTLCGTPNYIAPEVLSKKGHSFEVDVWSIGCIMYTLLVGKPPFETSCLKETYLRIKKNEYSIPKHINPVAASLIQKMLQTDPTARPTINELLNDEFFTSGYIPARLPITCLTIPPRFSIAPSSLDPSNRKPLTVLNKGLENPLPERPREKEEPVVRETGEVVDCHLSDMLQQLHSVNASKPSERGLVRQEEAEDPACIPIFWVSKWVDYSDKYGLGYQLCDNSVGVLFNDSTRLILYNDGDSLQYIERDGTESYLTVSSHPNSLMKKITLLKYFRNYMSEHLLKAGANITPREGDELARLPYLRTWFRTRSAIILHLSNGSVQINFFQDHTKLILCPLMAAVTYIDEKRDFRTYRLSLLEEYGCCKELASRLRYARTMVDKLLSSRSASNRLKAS
Abeta yeast res: restores growth of yeast expressing A-beta42 peptide. Potency, µM (series often up to 46.1 µM), without a hit: at the top dose growth rescue, hits mostly activators. yeast expressing A-beta42, growth rescue, OD600, 48 h; response scale: 0% DMSO, 100% iron-clioquinol control. AID 1347071. actives 0.063% (n = 410,000); note: potency is the fitted concentration of half-maximal effect; nearly all actives have a fitted effect of over 55% in size
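Growth rescue measured by 600 nm absorbance after 48 h yeast culture at 30 C with compound. Values normalized between DMSO and an equimolar ferric chloride plus clioquinol control.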
EPAC1 agonist: agonists of human EPAC1 | EPAC1 agonist qHTS, biochemical assay; response scale: 100% = response to 6.5 mM cAMP | Potency, µM (top dose mostly 154 µM), for inactives: at the top dose activation, most hits filed as activators | actives 0.073% (n = 360,000) | AID 720707; note: potency is the fitted concentration of half-maximal effect; nearly all actives have a fitted effect of over 60% in size
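Fluorescent GDP-exchange assay: 100 nM EPAC1 with 250 nM Rap1B preloaded with BODIPY-GDP and 50 uM GDP; compounds tested as concentration series, 5 min at room temperature, then read every 5 min for 30 min (ex 480/em 540 nm); normalized to 6.5 mM cAMP.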
EPAC1 antagonist: EPAC1 (human) antagonism; O95398; EPAC1 GEF assay, Rap1b-BODIPY-GDP exchange fluorescence; Potency, µM (highest dose often 115 µM), without a hit: top-dose activity change, negative = inhibition, actives largely listed as inhibitors; actives 0.14% (n = 360,000);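 note: potency is the fitted concentration of half-maximal effect; plate controls were vehicle for no effect and positive control for full effect; nearly all actives have a fitted effect of over 50% in size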
PI5P4K alpha inh: PI5P4K alpha (human) kinase inhibition; P48426; PI5P4Kalpha enzyme, ADP-Glo luminescence, 60 min; stronger effect = lower value; max response, %; actives 1.2% (n = 330,000); active = max response of -50% or lower; inconclusive = between -30% and -50%; inactive = -30% or higher; note: value at the top dose of about 77 µM; % is set by controls: 0 for no effect and ±100 for the full control effect
Target sequence (P48426 whole entry, looked up): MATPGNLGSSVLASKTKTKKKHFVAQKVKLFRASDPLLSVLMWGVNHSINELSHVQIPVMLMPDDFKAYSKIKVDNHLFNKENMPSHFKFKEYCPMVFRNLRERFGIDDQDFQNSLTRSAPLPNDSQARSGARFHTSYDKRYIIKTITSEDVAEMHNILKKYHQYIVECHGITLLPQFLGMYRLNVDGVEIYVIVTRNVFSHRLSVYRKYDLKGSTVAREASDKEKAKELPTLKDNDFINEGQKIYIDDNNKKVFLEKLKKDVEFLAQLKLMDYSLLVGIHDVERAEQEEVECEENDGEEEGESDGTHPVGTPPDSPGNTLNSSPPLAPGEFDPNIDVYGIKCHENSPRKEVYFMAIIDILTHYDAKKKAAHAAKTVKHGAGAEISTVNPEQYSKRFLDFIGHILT
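qHTS, 1536-well: enzyme/substrate mix, compound by pin tool, 5 microM ATP final; RT 60 min; ADP-Glo reagents 1 (45 min) then 2 (30 min); luminescence.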
IL-2 act: IL-2 activation. IL-2 activation reporter assay, cell-based qHTS; stimulated with anti-CD3/CD4/CD28 beads; in transgenic mouse T cells. activation, % (series mostly up to about 46 µM). actives 0.065% (n = 360,000). AID 652025; in the data active = activation above about 50%; inconclusive = mostly about 30% to 49%; note: 0% is about no effect
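EGFP and DsRed fluorescence is measured by plate cytometry in unstimulated transgenic mouse T cells exposed to compound for 60 minutes, then stimulated 18 hours at 37 degrees C with anti-CD3/anti-CD4 beads plus anti-CD28.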
FUS suppressor: FUS proteinopathy suppression in yeast; S. cerevisiae FUS-expressing, growth rescue, OD600, 24 h; Potency, µM (top dose mostly 76.6 µM), for inactives: at the highest dose growth rescue (activation), actives largely listed as activators; actives 0.24% (n = 390,000); AID 1347120;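 note: potency is the fitted concentration of half-maximal effect; plate controls were DMSO vehicle for no effect and reference control for full effect; nearly all actives have a fitted effect of over 55% in size; some results filed as inactive show a strong effect at the top dose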
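S. cerevisiae expressing FUS from galactose induction served as the toxicity model. Growth after 24hr at 30C, read as absorbance at 600 nm, indicates suppression of toxicity; compounds dosed at several concentrations.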
aSyn rescue: rescues yeast growth from alpha-synuclein toxicity; Potency, µM (series often up to 46.1 µM), without a hit: top-dose growth rescue (activation), usual class: activators; actives 0.14% (n = 370,000); Yeast expressing alpha-synuclein, growth rescue, BacTiter-Glo, 24 h; note: potency is the fitted concentration of half-maximal effect; % of control where 0% means no effect; nearly all actives have a fitted effect of over 65% in size
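Rescue of yeast growth: cells expressing toxic alpha-synuclein, induced in galactose at OD600 0.02, incubated with compound 24 h at 30 C. ATP luminescence quantified growth; inhibitors of toxicity appear as activators.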
Starred values were filed as active, the others as inactive; ? = inconclusive; · = no result given; [ ] = remark or other dose. Unless noted, calls come from the whole dose curve; as a rule, active = well fitted curve in the direction sought with a large enough effect; inconclusive = small, poorly fitted or top-dose-only effect, or another doubt; inactive = no such curve, though single readings can be large; an effect the other way counts as inactive or inconclusive.

mol	PLK1 PBD block	EPAC1 antagonist	Abeta yeast res	IL-2 act	FUS suppressor	WRN inhibitor	PI5P4K alpha inh	aSyn rescue	EPAC1 agonist
NC(=O)CC(NC(=O)c1ccccc1)c1ccc(NC2CCCCC2)c([N+](=O)[O-])c1 (stereo not given)	-3%	-7%	-2%	-0.3	0%	-10%	-6	2%	8%
OC1CCN(Cc2nc(Cc3ccccc3Cl)no2)CC1	-11%	-1%	2%	-1.9	-4%	3%	-5	-2%	-7%
CC(=O)c1ccc(OCc2ncc(C(F)(F)F)cc2Cl)cc1	2%	-10%	-2%	1.4	-17%	-12%	0	13%	-8%
CCOC(=O)c1[nH]c(=O)[nH]c1CNc1ccccc1C#N	-13%	0%	13%	1.3	13%	4%	-4	0%	1%
Cc1ccc(C(=O)CSc2cnc3ccccc3n2)cc1C	-10%	9%	-12%	-5.0	24%	-10%	6	-1%	15%
Cn1ncc(Br)c1C(=O)NC1CCCCCC1	-5%	-1%	2%	-1.1	-14%	2%	2	11%	14%
COc1ccc(S(=O)(=O)N2CCCCCC2)cc1	-6%	4%	16%	0.7	8%	2%	1	0%	1%
COc1ccccc1NC(=O)CN(c1ccc([N+](=O)[O-])cc1)S(=O)(=O)c1ccccc1	-14%	-46%	-5%	-3.2	20%	-13%	8	-6%	2%
CCC(C)Nc1nc2c(c(=O)n(C)c(=O)n2C)n1Cc1ccc(Cl)cc1 (stereo not given)	-19%	-23%	6%	-2.6	11%	-5%	10	16%	-8%
O=C(Cn1nnc(-c2ccccc2)n1)NNC(=O)c1ccco1	-5%	-12%	5%	0.0	2%	7%	-5	-7%	1%
COc1ccccc1NC(=S)NC1CCC(CC2CCC(NC(=S)Nc3ccccc3OC)CC2)CC1 (stereo not given)	-4%	-3%	4%	-0.3	·	-2%	-4	-1%	6%
Cc1ccc(NS(=O)(=O)c2ccc(-c3csc(C)n3)s2)c(C)c1	-12%	-22%	0%	2.4	18%	-11%	3	?	12%
COc1ccc(S(=O)(=O)NCCc2cn3cccc(C)c3n2)cc1OC	-1%	1%	-3%	-1.9	-14%	4%	-10	-2%	-36%[inhibitor]
CC1(C(=O)NC2CCCCCCC2)CC1(Cl)Cl (stereo not given)	-9%	1%	3%	-2.5	3%	1%	·	1%	4%
Cc1nc2ccc(S(=O)(=O)NC(C(=O)NC3CCCC3)C(C)C)cc2s1 (stereo not given)	-4%	-4%	12%	1.1	-9%	-8%	-2	2%	-8%
C/C(=C\c1ccccc1)C(=O)NCCc1ccccc1	-11%	?	-7%	1.2	0%	3%	1	-3%	-11%
S=C(NCCSCc1ccc(Cl)cc1)Nc1ccccc1	-6%	-20%	-43%[inhibitor]	-3.3	·	-15%	0	-15%	4%
CCN(Cc1ccccc1)C1CCN(Cc2ccc(SC)cc2)CC1	0%	15%	-16%	0.7	13%	-8%	-8	1%	0%
Cc1ccc(/C(O)=C2\C(=O)C(=O)N(C)C2c2ccc(Br)cc2)cc1 (stereo not given)	-3%	-17%	-15%	0.6	6%	5%	2	3%	12%
COc1ccccc1CNC(=O)CCS(=O)(=O)c1cccs1	-14%	-3%	12%	0.0	2%	-11%	-2	9%	1%
Cc1nc2cc(Cc3ccccc3)ccc2o1	8%	1%	-7%	0.9	·	-5%	-1	-15%	5%
Cc1cccc[n+]1CC(=O)Nc1cccc([N+](=O)[O-])c1	-15%	-12%	-7%	0.0	-16%	-5%	5	1%	6%
CCN(C(=O)CSc1nnc(-c2ccccc2C)n1C)c1c(N)n(Cc2ccccc2)c(=O)[nH]c1=O	-18%	1%	4%	0.9	11%	-27%	-3	-1%	2%
O=C(Nc1ccc2oc(-c3ccccc3F)nc2c1)c1ccco1	-5%	-6%	-4%	-3.0	12%	-11%	-4	-7%	-9%
Cn1c(=O)c2c(nc(NCc3ccco3)n2CC(O)COc2ccccc2)n(C)c1=O (stereo not given)	-10%	-18%	-10%	-5.7	·	-32%	0	-1%	3%
N#Cc1c(N2CCN(C(=O)c3ccco3)CC2)nc(-c2ccccc2)c2c1CCCC2	-15%	8%	-65%[inhibitor]	-2.6	?	-17%	·	-27%	7%
COc1ccc2c(c1)c1ncn(CCCN3CCOCC3)c(=O)c1n2C	-13%	-7%	-8%	-0.7	?	-6%	·	-1%	11%
CNc1ccccc(-c2ccc3ccccc3n2)c1=O	-9%	-16%	-13%	-4.2	39%	-21%	-18	-1%	-5%
O=C(c1cccs1)n1nc(-c2ccccc2)nc1NCc1ccco1	27µM*	6%	-2%	-4.4	-2%	1%	-10	-6%	7%
O=C(CCS(=O)(=O)c1ccccc1)Nc1nc(-c2ccc(F)cc2)cs1	-17%	-21%	-15%	1.8	30%	-13%	-1	-2%	0%
Cc1ccc(-n2c(-c3nn(C)cc3Cl)n[nH]c2=S)cc1	-13%	-14%	9%	-0.6	·	1%	4	0%	2%
COc1ccc(CCNC(=O)CSc2nc3ccccc3c3nc(CCN4CCCCC4)nn23)cc1OC	0%	-8%	2%	-1.7	24%	-2%	-8	-5%	-13%
Cc1cc(C)n(-c2ccc(NC(=O)C3CCN(Cc4cc(C)c(C)o4)CC3)cc2)n1	-8%	-17%	0%	-1.5	·	-28%	-9	-1%	6%
Cc1ccc(NC(=O)C(=O)NNC(=O)c2ccccc2C)cc1Cl	-4%	-4%	-11%	-0.2	18%	-12%	8	4%	-5%
COc1ccc(-c2csc(NC(=O)[C@H](C)N3C(=O)C4CC=CCC4C3=O)n2)cc1OC (stereo not given in full)	-8%	6%	?	-5.0	·	-5%	3	2%	15%
O=C(CSc1nnc(CNC(=O)c2ccccc2)o1)NCc1ccc(F)cc1	-1%	-6%	-4%	-3.7	·	-29%	-9	-2%	7%

Overlap with the part before: 2 entries; new compounds follow.
mol	PLK1 PBD block	EPAC1 antagonist	Abeta yeast res	IL-2 act	FUS suppressor	WRN inhibitor	PI5P4K alpha inh	aSyn rescue	EPAC1 agonist
COc1ccc(-c2csc(NC(=O)[C@H](C)N3C(=O)C4CC=CCC4C3=O)n2)cc1OC (stereo not given in full)	-8%	6%	?	-5.0	·	-5%	3	2%	15%
O=C(CSc1nnc(CNC(=O)c2ccccc2)o1)NCc1ccc(F)cc1	-1%	-6%	-4%	-3.7	·	-29%	-9	-2%	7%
O=[N+]([O-])c1cccc(CSc2cccc[n+]2[O-])c1	2%	4%	1%	-3.0	-19%	4%	2	3%	5%
COCCN(C(=O)COC(=O)CCC(=O)c1ccc(C)cc1)c1c(N)n(Cc2ccccc2)c(=O)[nH]c1=O	1%	-8%	7%	-4.2	16%	-31%	-8	-1%	-6%
COc1ccc(NC(=O)C2CCCN(S(C)(=O)=O)C2)cc1 (stereo not given)	-16%	-3%	-3%	-3.4	4%	10%	-10	-2%	-2%
Cc1ccc2c(c1)[C@@H]1[C@H](CO2)[C@H](c2ccccc2)[C@@]2(C)C(=O)N[C@H](C)C(=O)N12	-3%	-17%	-7%	-0.2	7%	2%	-3	9%	-3%
COc1nnc(-c2ccc(N3CCOCC3)c(NC(=O)c3ccc(C)cc3)c2)c2ccccc12	-4%	-24%	0%	-0.4	?	-9%	3	6%	6%
COc1cccc(NC(=O)COC(=O)c2sccc2C)c1	-2%	-10%	?	0.0	20%	-14%	-12	3%	4%
CCc1ccc2c(c1)C(c1ccc(N3CCOCC3)cc1)=NNC(c1ccncc1)=N2	0%	-1%	3%	-1.2	?	-7%	0	-1%	-9%
O=C(Nc1ccc(N2CCCCC2)cc1)c1cncc(Br)c1	0%	11%	13%	3.0	33%	-6%	-1	0%	0%
O=C(CN1c2cccc3cccc(c23)S1(=O)=O)NCCc1ccccc1	7%	-12%	1%	-0.6	·	-10%	-11	2%	-10%
O=C(CC(O)c1ccncc1)c1ccccc1O (stereo not given)	-12%	10%	0%	-0.6	20%	-18%	5	0%	-10%
CCOc1ccccc1N1CCN(CC(=O)NC(C)c2ccccc2)CC1 (stereo not given)	-5%	-1%	8%	-1.5	9%	5%	0	0%	-7%
CCc1nnc(NC(=O)c2cccs2)s1	-11%	-3%	-5%	1.9	-33%	0%	-12	-1%	2%
N#Cc1c(C(F)(F)F)cc(-c2ccccc2)[nH]c1=O	-9%	1%	2%	0.4	22%	-7%	·	0%	4%
Cc1cccc(NC(=O)COn2nnc3ccc(S(C)(=O)=O)cc32)c1	-1%	-1%	8%	-1.0	-4%	-9%	5	1%	-4%
Cc1noc(NS(=O)(=O)c2ccc(NC(=O)c3ccc(OC(C)C)cc3)cc2)c1C	-21%	-17%	-2%	-2.5	17%	3%	-1	-4%	10%
c1cn(CCCNc2ncnc3nc[nH]c23)cn1	1%	5%	-2%	-3.6	-15%	-1%	5	5%	-8%
COc1ccc(CCCC(=O)NC2CCCCC2)cc1	-12%	2%	-11%	-1.5	31%	4%	·	-3%	5%
O=c1c2ccccc2nnn1CSc1nc2ccccc2c(=O)n1Cc1ccco1	0%	0%	25%	-0.8	-4%	-9%	·	2%	10%
CC1CCC(=NNC(=O)Cc2ccccc2)CC1 (stereo not given)	0%	9%	27%	0.1	?	-6%	·	-10%	2%
CCC(COC)NC(=O)CCc1nnc(Cc2c[nH]c3ccccc23)o1 (stereo not given)	4%	16%	3%	0.4	-15%	1%	1	12%	6%
Cc1ccc(/C=C2/SC(=S)N(CC(=O)Nc3ncc(Cc4ccc(C)cc4)s3)C2=O)cc1	-3%	3%	22%	-0.2	7%	-15%[57.1 µM]	0	-3%	8%
CC(=O)OC(C)(CCC(C)(OC(C)=O)C(C)=O)C(C)=O (stereo not given)	-1%	4%	4%	-1.6	·	-5%	9	0%	1%
CCCOc1ccc(NC(=O)c2cc3cc(C)ccc3[nH]2)cc1	-1%	3%	2%	9.0	-10%	4%	-1	-11%	4%
